# Assay outcomes from PubChem.
# sEH activator – activators of human soluble epoxide hydrolase; P34913; purified human sEH enzymatic activity, activator screen; activation, % at 2 µM; actives 0.04% (n = 91,000); in the data active = activation above about 37%; also: values of inactives mirror those of a sister screen read the other way
# Target sequence (P34913 whole entry, looked up): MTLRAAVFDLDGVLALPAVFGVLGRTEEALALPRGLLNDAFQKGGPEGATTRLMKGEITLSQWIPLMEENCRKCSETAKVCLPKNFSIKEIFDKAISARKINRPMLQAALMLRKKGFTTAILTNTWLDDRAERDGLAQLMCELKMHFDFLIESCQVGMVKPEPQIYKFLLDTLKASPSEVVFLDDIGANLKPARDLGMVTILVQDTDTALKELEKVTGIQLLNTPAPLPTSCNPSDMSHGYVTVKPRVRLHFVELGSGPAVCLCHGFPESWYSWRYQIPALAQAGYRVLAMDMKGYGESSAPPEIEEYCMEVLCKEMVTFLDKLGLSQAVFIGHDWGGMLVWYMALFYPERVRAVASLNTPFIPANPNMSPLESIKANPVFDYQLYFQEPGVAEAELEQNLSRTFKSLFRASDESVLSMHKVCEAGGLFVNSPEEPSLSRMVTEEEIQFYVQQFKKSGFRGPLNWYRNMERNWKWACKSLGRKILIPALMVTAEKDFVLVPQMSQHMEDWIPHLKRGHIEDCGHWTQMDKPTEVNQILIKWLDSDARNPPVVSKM
# PostGolgi yeast – growth inhibition of a yeast mutant, post-Golgi transport screen. AID 739. inhibition, % at 10 µM. post-Golgi transport phenotypic cell assay. actives 0.9% (n = 98,000);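 also: yeast cells grown in 1536-well plates; yeast grown about 18 h at 30C before absorbance read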
# S1P2 antag – antagonists of human S1P2 receptor; AID 736; cell-based S1P2 antagonist assay, inhibition at 5 uM; actives 0.21% (n = 97,000); inhibition, % at 5 µM; in the data active = inhibition above about 45%;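 also: CRE beta-lactamase reporter cells expressing human S1P2 stimulated with S1P; 0% = agonist at EC80 alone and 100% = agonist plus reference antagonist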
# PLAP activator – activates human placental alkaline phosphatase | P05187 | purified PLAP enzyme, luminescent substrate read-out; stronger effect = higher value | activation fold at 20 µM | actives 1.2% (n = 96,000); in the data active = activation fold above about 2
# Target sequence (P05187 whole entry, looked up): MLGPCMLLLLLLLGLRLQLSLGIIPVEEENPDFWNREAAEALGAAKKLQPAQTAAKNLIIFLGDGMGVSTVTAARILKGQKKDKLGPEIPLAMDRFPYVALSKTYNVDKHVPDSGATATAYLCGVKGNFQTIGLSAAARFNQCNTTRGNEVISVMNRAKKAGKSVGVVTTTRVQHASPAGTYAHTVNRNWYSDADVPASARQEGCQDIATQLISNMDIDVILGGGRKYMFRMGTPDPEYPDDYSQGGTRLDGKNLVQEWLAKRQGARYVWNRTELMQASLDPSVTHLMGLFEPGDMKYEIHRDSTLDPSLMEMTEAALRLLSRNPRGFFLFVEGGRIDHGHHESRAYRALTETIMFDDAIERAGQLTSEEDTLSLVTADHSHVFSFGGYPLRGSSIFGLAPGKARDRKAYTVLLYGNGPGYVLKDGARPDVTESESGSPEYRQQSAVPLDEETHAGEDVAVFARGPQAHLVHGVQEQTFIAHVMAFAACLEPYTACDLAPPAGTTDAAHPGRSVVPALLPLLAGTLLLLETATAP
# CD11b adhes inh – CD11b/CD18-fibrinogen binding inhibition; actives 0.54% (n = 93,000); AID 1497; K562 CD11b/CD18 adhesion to fibrinogen, ATPlite luminescence; Mn2+ added to activate the integrin; inhibition, % at 10 µM;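 active = primary inhibition of 50% or more at 10 µM, then 40% or more on retest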; also: some results filed as inactive read as strong as hits
# S1P2 ag – agonists of human S1P2 receptor; S1P2-expressing cell line, agonist reporter read-out; actives 0.46% (n = 97,000); activation, % at 4.5 µM; in the data active = activation above about 16%;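 also: 0% = vehicle low control and 100% = maximal reference agonist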
# sEH inhibitor – blocks human soluble epoxide hydrolase activity; actives 0.34% (n = 91,000); inhibition, % at 2 µM; recombinant human sEH enzymatic activity assay; in the data active = inhibition above about 80%; also: values of inactives mirror those of a sister screen read the other way; many of its hits are not listed in these tables
# Ecoli WT expand – blocks growth of wild type E. coli BW25113; OD600 absorbance; growth inhibition, % at 100 µM; actives 0.15% (n = 98,000); AID 710;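 active = growth inhibition above about 50% at one test dose, limit read from the data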;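 also: growth measured after 20 h incubation at 37 °C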
# PostGolgi ctrl – inhibits growth of the yeast control strain; efflux-deficient yeast background strain, growth absorbance A615, 16 h; inhibition, % at 10 µM; actives 5% (n = 98,000)
# Active calls of the source: *; . = not tested or not shown. Rule as the data show it, unless noted: active = inhibition above about 30%; inactive = the rest.
Compound,sEH activator,PostGolgi yeast,S1P2 antag,PLAP activator,CD11b adhes inh,S1P2 ag,sEH inhibitor,Ecoli WT expand,PostGolgi ctrl
CCN(Cc1ccccc1)C(=O)c1cc2c(=O)oc3ccc(C)cc3c2s1,-2,5,-19,1.6,2,3,3,-22,47*
Cn1c(=O)c(=O)n(C)c2cc(S(=O)(=O)Nc3ccc(OC(F)(F)F)cc3)ccc21,0,13,-13,1.2,-1,-3,0,-3,18
Cn1c(CN2CCOCC2)nnc1SCC(=O)Nc1nccs1,-2,-3,26,0.9,-32,-10,3,5,6
CN(C)CCNC(=O)c1coc(=O)c(Br)c1,.,-5,-5,1.1,-14,-7,.,7,20
CC1CN(C(=O)c2ccc3c(c2)OCO3)OC(c2ccccc2)O1 (stereo not drawn),.,-3,6,0.9,.,-5,.,4,-3
O=C1c2cccnc2C(O)N1C1CCCCC1 (stereo not drawn),3,-4,34,0.9,.,-4,-3,-4,7
O=C(Nc1ccc2c(c1)OCO2)c1ccc(COc2ccc3c(c2)CCC3)o1,-22,-9,-6,0.8,.,-2,24,-1,16
CCOc1ccc2[nH]c(=O)c(CN(Cc3cccnc3)C(=O)Nc3ccccc3OC)cc2c1,3,-7,8,1,-1,-6,-3,-9,11
c1ccc(-n2nnnc2-n2nnc3ccccc32)cc1,.,2,11,0.9,-20,-6,.,2,9
O=C(CN1CCN(S(=O)(=O)c2ccccc2)CC1)Nc1ccc2c(c1)OCO2,-2,-8,-3,1.4,-2,-2,-2,-5,-1
CCOC(=O)c1cc2n(c1N)-c1ccccc1C2=O,8,-8,6,1,-37,-1,-14,-5,1
Cc1c(C(=O)Nc2ccc3c(c2)OCO3)sc2nc(-c3ccccc3)cn12,2,-10,23,0.8,0,-6,-1,1,17
c1coc(CNc2c3c(nc4ncnn24)CCC3)c1,16,-12,4,0.9,16,-4,-16,1,-1
COc1ccc(S(=O)(=O)N2CCCCC2C(=O)O)cc1OC (stereo not drawn),.,-3,7,0.9,-3,-4,.,3,21
O=C(Nc1cnn(Cc2ccc(Cl)c(Cl)c2)c1)C12CC3CC(CC(C3)C1)C2,-34,.,5,.,.,-6,32,.,.
Cn1[nH]c(=O)c(Cl)c(Cl)c1=O,-7,11,-7,0.9,0,-1,10,-9,8
CCn1c(SCC(=O)Nc2nc(C)cs2)nnc1-c1ccco1,-4,-6,1,0.9,-19,-4,7,8,9
COc1ccc2c(C(F)(F)F)cc(=O)oc2c1C,-6,10,-17,.,.,-3,5,7,9
Cc1sc2ncn3ncnc3c2c1C,16,-7,8,0.9,-40,-1,-18,10,-1
CCCCc1c(C)nn(-c2nnc3c4ccccc4n(CC)c3n2)c1C,1,4,8,1.3,9,-6,0,0,58*
N/C(=N\OC(=O)c1ccc(Cl)cc1Cl)c1ccc(Cl)cc1,-2,-3,0,1.1,-1,-6,4,6,22
COc1cccc(C2NC(=O)NC(C)=C2C(=O)Nc2ccccc2C)c1 (stereo not drawn),12,0,16,0.9,8,-7,-11,-1,9
CCOc1cc(C=C(C(=O)OC)C(=O)OC)ccc1OCc1ccc([N+](=O)[O-])cc1,0,19,19,1.1,19,-7,3,-7,9
CN(C)c1ccnc(-n2cccc2/C=N/OCc2ccc(F)cc2Cl)c1C#N,10,-8,4,1.8,-21,0,-10,-15,34*
COCCCN1C(=O)C(=O)/C(=C(/O)c2ccc(C)cc2)C1c1ccccc1 (stereo not drawn),1,4,-2,1,-9,-7,-3,-3,-1

# Shown as labelled records: entries from further up.
CN(C)CCNC(=O)c1coc(=O)c(Br)c1
  sEH activator: .
  PostGolgi yeast: -5
  S1P2 antag: -5
  PLAP activator: 1.1
  CD11b adhes inh: -14
  S1P2 ag: -7
  sEH inhibitor: .
  Ecoli WT expand: 7
  PostGolgi ctrl: 20
CC1CN(C(=O)c2ccc3c(c2)OCO3)OC(c2ccccc2)O1 (stereo not drawn)
  sEH activator: .
  PostGolgi yeast: -3
  S1P2 antag: 6
  PLAP activator: 0.9
  CD11b adhes inh: .
  S1P2 ag: -5
  sEH inhibitor: .
  Ecoli WT expand: 4
  PostGolgi ctrl: -3
O=C1c2cccnc2C(O)N1C1CCCCC1 (stereo not drawn)
  sEH activator: 3
  PostGolgi yeast: -4
  S1P2 antag: 34
  PLAP activator: 0.9
  CD11b adhes inh: .
  S1P2 ag: -4
  sEH inhibitor: -3
  Ecoli WT expand: -4
  PostGolgi ctrl: 7
O=C(Nc1ccc2c(c1)OCO2)c1ccc(COc2ccc3c(c2)CCC3)o1
  sEH activator: -22
  PostGolgi yeast: -9
  S1P2 antag: -6
  PLAP activator: 0.8
  CD11b adhes inh: .
  S1P2 ag: -2
  sEH inhibitor: 24
  Ecoli WT expand: -1
  PostGolgi ctrl: 16

# Next section.
Compound,sEH activator,PostGolgi yeast,S1P2 antag,PLAP activator,CD11b adhes inh,S1P2 ag,sEH inhibitor,Ecoli WT expand,PostGolgi ctrl
CCNc1nc(NC(C)(C)C)nc(N(C#N)CC)n1,9,-1,-24,1.1,.,8,-9,12,17
Oc1ccc(CNCC2COc3ccccc3O2)cc1 (stereo not drawn),10,-5,10,1.1,13,-6,-6,6,-4
CCCn1c(Cc2ccccc2)nnc1SCC(=O)N1CCOCC1,23,6,-10,0.8,-17,0,-27,6,30*
CCCC(=O)N1CC(=O)Nc2ccc(F)cc2C1c1ccccc1 (stereo not drawn),22,-15,-13,1,-2,-3,-18,5,6
Cc1nc2cc(NC(=O)NCCC3=CCCCC3)ccc2o1,-81,0,12,0.7,0,-9,81*,1,23
O=c1c2cc3c(=O)n(CC4CCCO4)c(=O)c3cc2c(=O)n1CC1CCCO1 (stereo not drawn),-1,-6,-15,0.9,-6,-1,5,2,0
COc1ccc(OC2C(=O)N(Cc3ccc4c(c3)OCO4)C2c2sccc2C)cc1 (stereo not drawn),8,-1,4,0.9,17,-9,-4,-20,19
O=C(NC1CCCC1)C1CCC(=O)N1CCc1ccccc1 (stereo not drawn),0,1,-1,1,-4,-3,2,4,0
Nc1nc(-c2cccc(NS(=O)(=O)c3ccccc3)c2)cs1,-9,0,0,1.1,-16,-2,8,10,4
CCOCC(=O)Nc1nnc(Cc2ccc(OC)cc2)s1,-13,.,0,.,.,-4,16,.,.
C=CCc1cc(C(=O)N2CCCCC2)ccc1O,-4,-1,-13,1.1,-6,-6,6,4,-1
CCOc1cc(-c2nc(-c3cc(OC)c(OC)c(OC)c3)no2)cc(OCC)c1OCC,-7,.,17,.,.,-6,2,.,.
CCC(C)C(NC(=O)OC(C)(C)C)C(=O)NC(CC(C)C)C(N)=O (stereo not drawn),-6,-3,11,1.3,-3,-1,7,3,5
Oc1c(Cl)cc(Cl)cc1C=Nc1ccc(Br)cc1,-1,-22,-2,0.9,.,-5,1,32,14
Cc1nn2c3c(cnc2c1-c1ccccc1)C(=O)CC(c1ccccc1)C3 (stereo not drawn),3,1,7,0.9,.,-4,0,1,2
COc1ccc2c(=O)c3c(=O)n(Cc4ccco4)c(-c4ccc(C)cc4)nc3oc2c1,-9,6,1,1.5,1,-3,8,-5,44*
CCOC(=O)N1CCC(NC(=O)c2cc(-c3ccc(F)cc3)[nH]c2C)CC1,19,0,2,0.9,.,-1,-19,-7,10
O=C(COc1cccc2ccccc12)NNC(=O)c1cccs1,-6,2,-2,1.2,2,-3,8,4,13
O=C(NC1CC2CCCC(C1)N2S(=O)(=O)c1ccccc1)c1ccccc1 (stereo not drawn),17,-3,9,0.8,36,-5,-19,-2,17
O=C(Cn1cnc2scc(-c3ccc(F)cc3)c2c1=O)N1CCOCC1,-1,12,-28,1.6,-18,-2,4,-1,3
CCOc1ccc(S(=O)(=O)Nc2ccc(Cl)cn2)c(C)c1C,-6,-14,-30,1,-11,2,6,-5,-3
Cc1ccc(C(c2sc3ncnn3c2O)N2CC(C)CC(C)C2)cc1 (stereo not drawn),0,0,21,1.5,-2,-6,0,10,2
CCOC(=O)N1CCC(N2Cc3cccc(C(=O)N4CCN(C5CCCCC5)CC4)c3C2=O)CC1,7,8,-1,1.7,-11,-2,-9,3,12
Cc1ccc(O)c(NC(=O)CCC2CCCCC2)c1,0,-2,6,1.1,.,-2,0,1,0
CCOC(=O)c1nn(-c2ccccc2)c(C(=O)OCC)c1N,-8,-11,-36,1,-7,-5,9,2,10

# Reprinted from the part before: two compounds, followed by the next part.
Compound,sEH activator,PostGolgi yeast,S1P2 antag,PLAP activator,CD11b adhes inh,S1P2 ag,sEH inhibitor,Ecoli WT expand,PostGolgi ctrl
Cc1ccc(O)c(NC(=O)CCC2CCCCC2)c1,0,-2,6,1.1,.,-2,0,1,0
CCOC(=O)c1nn(-c2ccccc2)c(C(=O)OCC)c1N,-8,-11,-36,1,-7,-5,9,2,10
COc1ccc2c(c1)Cc1sc(NC(=O)c3ccccc3)nc1-2,4,-9,-30,1.1,7,-4,-2,-3,10
CC(Oc1ccc(Cl)cc1Cl)c1nc(-c2ccccn2)no1 (stereo not drawn),-9,3,14,0.9,-7,-2,10,15,27
COC(=O)c1ccccc1OCC(=O)N1CCN(c2ccc(F)cc2)CC1,-7,1,10,1,.,-5,4,5,8
Cc1ccc(S(=O)(=O)C(C)C(=O)c2ccc3c(c2)OCCO3)cc1 (stereo not drawn),-9,8,-5,0.8,-28,-5,12,3,21
CCCNC(=O)C(Cc1ccccc1)NS(=O)(=O)c1ccc2c(c1)CCC(=O)N2 (stereo not drawn),-8,0,-1,0.8,-7,-3,8,-6,6
CNc1nc2c(C)cccn2c(=O)c1C=NCc1ccccc1,-3,-1,-30,1.4,-4,-2,0,-1,2
COC(=O)CNc1nc(OC)nc(N(C)C)n1,4,6,-6,0.9,-8,-4,-6,3,1
Cc1cc(C)c2c(c1)c(C)cc1nnc(SCC(=O)NCc3ccco3)n12,4,-9,7,1.7,-13,-4,-3,12,7
Cc1c(C(=O)NCc2cccs2)oc2ccc(S(=O)(=O)N3CCOCC3)cc12,.,-1,.,0.9,-8,.,.,1,8
O=C(NCc1cccc(C(F)(F)F)c1)C1CC(c2c(Cl)cccc2Cl)=NO1 (stereo not drawn),-13,-8,-4,0.9,18,-6,14,2,34*
COc1ccc(CC(=O)Nc2ccc(-c3noc(-c4ccc(Cl)cc4)n3)cc2)cc1,1,.,22,.,.,-11,0,.,.
CN1C2C=C3C(C#N)=C(N)C(C#N)(C#N)[C@H](c4c(F)cccc4F)[C@H]3C1CC2 (stereo partly drawn),-2,-25,-2,1.2,15,-8,5,13,-4
CSc1ccccc1C(=O)NC1CC2CCC1C2 (stereo not drawn),0,-10,4,0.9,-8,-2,5,5,-6
Nc1cccc2nc3ccccc3cc12,10,9,-22,0.7,-24,7,-8,57*,14
CCCNC(=O)c1c(N)n(-c2cccc(OC)c2)c2nc3ccccc3nc12,14,33*,-29,1.2,.,21*,-13,-1,50*
Cc1ccccc1N1CCN(C(=O)c2ccc(Oc3ccc(C(F)(F)F)cn3)cc2)CC1,10,11,7,1.4,2,-4,-9,-19,28
COCCN(CCOC)C(=O)c1cc2c(=O)n3ccccc3nc2s1,-5,-1,-22,1.1,-12,2,4,-1,4
COc1ccc(NS(=O)(=O)c2ccc(C)c(C(=O)O)c2)cc1,9,0,17,1.4,2,-8,-11,2,6
COC(=O)c1c(NC(=O)Cc2cccs2)sc(C(=O)N2CCCCC2)c1C,-14,-7,-22,.,.,-2,17,-11,14
COc1ccc(CC(=O)c2ccc(O)cc2O)cc1OC,-3,-3,-5,1.1,-32,-3,1,9,-1
CCCCn1c(SCC(=O)N2CCCC2)nnc1-c1ccccc1,4,-3,-19,1,2,-3,-6,0,3
COc1ccc(OCc2nc(C#N)c(N3CCN(c4ccc(OC)cc4)CC3)o2)cc1,7,-1,-22,.,.,-6,-7,-35,21
Cc1ccc(C(=O)ONc2ccc(N=NC(=O)c3ccccc3O)cc2)cc1,-2,-11,1,1.1,22,-1,4,-16,0
CSc1nc2ccccc2n1CC(=O)Nc1cc(C(F)(F)F)ccc1N1CCOCC1,5,-7,-19,1.6,-20,1,-7,5,-9
COC(=O)Nc1nnc(-c2ccncc2)s1,9,-3,16,1,.,-4,-8,-6,4
COc1ccc2oc(=O)c(NC(=O)C3CCCCC3)cc2c1,8,-4,1,1,-11,-3,-11,-10,10
N/C(=N\OC(=O)CCC1CCCCC1)c1cccnc1,-3,1,-6,0.9,-10,-5,2,8,33*

# Marked active in S1P2 ag (from the list above):
molecule | sEH activator | S1P2 antag | PLAP activator | CD11b adhes inh | S1P2 ag | sEH inhibitor | PostGolgi ctrl
CCCNC(=O)c1c(N)n(-c2cccc(OC)c2)c2nc3ccccc3nc12 | 14 | -29 | 1.2 | . | 21* | -13 | 50*
